NLRP3 yeast inh = NALP3 inflammasome inhibitors in reconstituted yeast, primary screen, luminescence, uHTS; inhibition, % at 10 µM; 0.39% of 330,000 active; Yeast reconstituted NLRP3/ASC/caspase-1, beta-gal luminescence, 24 h;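 active = inhibition of 50% or more; inactive = inhibition below 50%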;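 note: plate controls were induced DMSO wells for no effect and uninduced yeast grown without galactose for full effect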
TIM10 inh = growth inhibitors of isogenic TIM10 control yeast, primary screen, counter-screen for tim10-1 yeast inhibitor project, luminescence, uHTS; S. cerevisiae TIM10 strain growth, BacTiter-Glo luminescence, 24 h; 1.4% of 330,000 active; AID 463195, 2010; inhibition, % at 10 µM;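 active = inhibition of 40% or more at the single tested concentration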;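 note: wild-type TIM10 isogenic control strain grown at permissive 25 °C; 0% = DMSO yeast wells and 100% = minimal medium wells without yeast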
GRIN3A LBD mod = binders of NR3A ligand-binding domain, primary screen, biophysical, differential scanning fluorimetry, uHTS; Glutamate receptor ionotropic, NMDA 3A (GRIN3A) ligand-binding domain; NR3A LBD differential scanning fluorimetry, Tm shift; 0% = protein alone, 100% = glycine-bound protein; Tm shift relative to glycine control, % at 25 µM; 2.5% of 340,000 active;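 active = melting temperature shift of at least 10% of the positive control shift, at one fixed dose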
UPR CHOP act = activators of apoptotic CHOP UPR arm, primary screen, cell-based, CHO-CHOP luciferase reporter, luminescence, uHTS; UPR activation; percent of tunicamycin response over DMSO baseline; activation, % at 10 µM; 0.34% of 330,000 active; AID 449763, 2010;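 active = at 10 µM dose, activation of 40% or more, normalized to positive control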;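 note: 100% = tunicamycin at 10 µg/mL and 0% = DMSO alone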
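System: CHO-CHOP luciferase reporter cell line; amount: 500 cells/well; buffer or medium: F12 medium containing 10% fetal bovine serum; incubation: 6 h compound exposure at 37 °C after overnight seeding; measured by: luciferase luminescence after 10 min with Steady-Glo reagent; evaluation: % reporter activation, DMSO baseline versus tunicamycin full activation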
APJ ag = agonists of human apelin receptor APJ, primary screen, CHO-K1 cells, PathHunter beta-arrestin, luminescence | P35414 | 0% DMSO wells, 100% apelin | activation, % at 20 µM | 0.11% of 330,000 active | AID 2520, 2010;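 active = activation more than six SD over the plate average, tested at 20 µM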;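 note: 0% = DMSO alone and 100% = apelin-13 at 10 nM; some results filed as inactive read as strong as hits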
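system = engineered CHO-K1 APJ arrestin reporter cells | input = 1000 cells per well | timing = overnight seeding, 90 min compound at 25 °C, 1 h detection | measured by = enzyme-fragment complementation luminescence | read-out = beta-arrestin recruitment to APJ as agonist activity, luminescent signal | control set = negative DMSO alone, positive Apelin-13 at 10 nM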
tim10-1 inh = growth inhibitors of tim10-1 mutant yeast, primary screen, luminescence, uHTS; inhibition, % at 20 µM; 2.2% of 330,000 active; AID 463190, 2010; S. cerevisiae tim10-1 ts strain growth, BacTiter-Glo, 24 h;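 active = inhibition of at least 40%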;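 note: mutant grown at 25 °C; 0% = DMSO wells with yeast and 100% = wells holding no yeast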
Mdm2-MdmX inh = inhibitors of human Mdm2-MdmX association, primary screen, cell-based, luminescence, split luciferase, SaOS-2, uHTS. inhibition, % at 8 µM. SaOS-2 split-luciferase Mdm2/MdmX complementation. Protein Mdm4 (Homo sapiens) + E3 ubiquitin-protein ligase Mdm2 (Homo sapiens), …. 3% of 330,000 active;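 active = inhibition of at least 50% at 8 µM in the primary screen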
Target sequence (O15151 whole entry, looked up): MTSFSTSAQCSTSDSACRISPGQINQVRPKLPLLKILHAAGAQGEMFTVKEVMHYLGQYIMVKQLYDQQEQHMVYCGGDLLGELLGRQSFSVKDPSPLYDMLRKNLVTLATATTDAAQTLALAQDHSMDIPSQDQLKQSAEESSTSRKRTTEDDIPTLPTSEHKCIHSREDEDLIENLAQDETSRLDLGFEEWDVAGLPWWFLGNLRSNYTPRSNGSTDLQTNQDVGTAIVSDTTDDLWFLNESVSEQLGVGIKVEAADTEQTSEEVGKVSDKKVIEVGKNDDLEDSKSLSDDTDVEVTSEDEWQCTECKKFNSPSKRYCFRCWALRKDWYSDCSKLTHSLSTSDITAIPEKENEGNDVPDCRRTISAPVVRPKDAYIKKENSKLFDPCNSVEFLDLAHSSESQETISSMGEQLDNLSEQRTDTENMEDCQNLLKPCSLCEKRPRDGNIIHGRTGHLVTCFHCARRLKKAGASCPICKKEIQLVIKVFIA
Target sequence (Q00987 whole entry, looked up): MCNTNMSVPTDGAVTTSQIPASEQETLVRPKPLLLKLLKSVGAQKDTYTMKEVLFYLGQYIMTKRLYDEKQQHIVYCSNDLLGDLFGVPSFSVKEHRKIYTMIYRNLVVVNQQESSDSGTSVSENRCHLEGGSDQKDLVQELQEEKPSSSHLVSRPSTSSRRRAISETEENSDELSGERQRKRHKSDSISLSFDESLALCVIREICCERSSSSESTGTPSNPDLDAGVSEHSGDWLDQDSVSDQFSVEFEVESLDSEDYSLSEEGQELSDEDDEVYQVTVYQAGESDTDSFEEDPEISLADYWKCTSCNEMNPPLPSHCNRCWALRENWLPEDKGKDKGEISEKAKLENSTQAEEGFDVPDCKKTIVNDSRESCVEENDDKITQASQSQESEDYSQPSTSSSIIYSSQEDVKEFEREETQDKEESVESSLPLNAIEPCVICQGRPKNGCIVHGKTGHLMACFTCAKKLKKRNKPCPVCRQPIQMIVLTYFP
XBP1 UPR activ = activators of adaptive XBP1 UPR arm, primary screen, cell-based, CHO-XBP1 luciferase reporter, luminescence, uHTS | IRE1-XBP1 UPR activation; percent of tunicamycin response, DMSO as zero | activation, % at 20 µM | 0.33% of 330,000 active | AID 463104, 2010;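 active = versus positive control, 20 µM dose yields 30% or more activation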;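 note: 100% = tunicamycin at 10 µg/mL and 0% = DMSO only wells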
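Material – CHO cell line with stable XBP1 luciferase reporter · Buffer or medium – F12 plus 10% FBS · Compound – single point, 20 µM final compound, 1% DMSO · Schedule – 16-18 h cell attachment at 37 °C, then 6 h compound exposure · Signal – Steady-Glo luminescence read · Benchmarks – high control tunicamycin 10 µg/mL final, low control DMSO vehicle only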
tim23-1 inh = growth inhibitors of tim23-1 mutant yeast, primary screen, luminescence, uHTS; S. cerevisiae tim23-1 growth, BacTiter-Glo luminescence, 24 h; inhibition, % at 20 µM; 1.3% of 330,000 active; AID 463212, 2010;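 active = growth inhibition of the mutant yeast at or above 50%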;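 note: temperature-sensitive mutant grown at 25 °C; plate controls were DMSO-treated mutant yeast for no effect and medium wells lacking yeast for full effect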
* hit, by the source's call.

SMILES	NLRP3 yeast inh	TIM10 inh	GRIN3A LBD mod	UPR CHOP act	APJ ag	tim10-1 inh	Mdm2-MdmX inh	XBP1 UPR activ	tim23-1 inh
COC(=O)c1ccccc1NC(=O)C(C)Oc1ccccc1 (centres undefined)	21	0	2	2.2	-5	19	-7	0	-16
O=C1NC(=O)/C(=C\c2ccc(Oc3ccc([N+](=O)[O-])cn3)cc2)S1	17	5	-18	3.2	3	16	-8	-1	5
O=C(NCc1cccnc1)c1ccc(Br)s1	7	-23	0	0.5	-2	0	2	-1	-7
CCOc1cccc(C(=O)N(Cc2ccc(F)cc2)C2CCS(=O)(=O)C2)c1 (centres undefined)	2	20	0	-1.1	-5	12	-13	-1	18
C=CCOc1c(Br)cc(CNn2cn[nH]c2=S)cc1OC	19	6	3	-1.5	-3	6	23	0	11
Fc1cccc(Cl)c1Cn1nnc2c(N3CCC4(CC3)OCCO4)ncnc21	9	38	0	1.5	-1	32	19	-2	20
COCC(=O)N1CCC(Oc2ccc(C(=O)N3CCCCCC3)cc2)CC1	16	0	1	2.6	-8	4	31	-5	13
CC1=CC(=C(C#N)C#N)C=C(C)N1CCC(C)C	9	17	-1	1.2	-4	7	14	2	12
CO/N=C/C(C(C)=O)C(=O)Nc1ccc(Cl)cc1Cl (centres undefined)	11	-10	-7	-0.8	-4	14	24	4	17
COc1ccc(-c2ncccc2OC(=O)C23CC4CC(CC(C4)C2)C3)cc1OC	20	-12	-5	1.2	-5	-15	-11	-1	19
CSc1nsc(SC)c1C(=O)O	-6	6	0	-1.8	3	7	1	-1	7
CC(=O)Nc1ccc(S(=O)(=O)NCCC(=O)OCC(=O)c2ccccc2)cc1	10	6	1	-0.9	-6	-1	-10	2	0
O=C(Nc1ccnn1C1CCN(C(=O)CCc2ccc(F)cc2)CC1)C1CCOC1 (centres undefined)	19	6	1	0.5	3	9	5	-2	2
CCOc1cc(S(=O)(=O)NCc2ccncc2)c(C)cc1C	3	-6	-1	-2.4	-2	-5	8	-5	3
Cc1noc(C)c1C(=O)OCC(=O)NC(c1ccccc1)c1ccccc1	9	-19	-16	-0.7	-6	3	12	0	-11
Cc1ccc(S(=O)(=O)n2c(N)nc3ccccc32)cc1	22	4	-1	3.8	-5	-2	19	-5	13
COc1cccc(NC(=O)c2ccc(NC(=O)C(C)(C)C)cc2)c1	-1	-15	3	4.9	-1	1	-49	2	20
CCN(CC)C(=O)C1CCCN(C(=O)Nc2ccc3nsnc3c2)C1 (centres undefined)	-5	-6	-1	1.0	-3	8	25	-6	-3
CC(=O)Nc1ccc(NCC(=O)c2ccccc2)cc1	10	9	-2	3.5	0	-16	-8	1	-3
Cn1c(=O)c2c(ncn2CC(=O)N2CCN(C(=O)c3ccco3)CC2)n(C)c1=O	14	10	1	-2.0	-3	3	9	-1	7
CC(C)(C)c1ccc(C(=O)/C(C#N)=C/c2cccs2)cc1	18	25	0	2.5	0	26	13	4	44
Cc1ccc(S(=O)(=O)N/N=C/c2cccc3nccnc23)cc1	-2	12	2	-1.2	-8	10	4	-2	3
O=C(COC(=O)Cc1ccc(Cl)cc1)Nc1ccc2[nH]c(=O)[nH]c2c1	-7	-6	2	-2.4	-1	-5	6	-4	-3
CCCn1cnc2c(cnn2-c2ccc(F)cc2)c1=O	9	-5	0	5.2	-3	-1	4	3	-2
O=C(Nc1ccc2c(c1)CCC2)c1ccc(F)c(S(=O)(=O)N2CCOCC2)c1	-6	18	-9	7.3	0	19	-29	-3	-3
Next section
SMILES	NLRP3 yeast inh	TIM10 inh	GRIN3A LBD mod	UPR CHOP act	APJ ag	tim10-1 inh	Mdm2-MdmX inh	XBP1 UPR activ	tim23-1 inh
CC(OC(=O)C(NC(=O)c1ccco1)C(C)C)C(=O)Nc1ncc(Cl)cc1Cl (centres undefined)	-6	10	-1	-1.8	-2	7	2	2	3
O=C(NCCSc1ncc(-c2ccc(F)cc2)[nH]1)c1ccc2c(c1)OCO2	19	4	5	0.3	2	11	10	-1	8
O=C(O)C1CCCCC1C(=O)Nc1cc(Cl)ccc1Cl (centres undefined)	18	-13	-1	1.7	-7	14	9	1	3
CN(C)S(=O)(=O)c1ccc(C(=O)Nc2nnc(Cc3ccccc3)s2)cc1	18	-22	0	-0.8	-7	-8	12	-2	-6
CCOc1ccc(NC(=O)c2ccc(CNc3c(NC4CCCCC4)c(=O)c3=O)cc2)cc1	6	-5	-1	0.3	-4	8	29	1	12
O=S(=O)(Nc1ccon1)c1cc(Cl)ccc1Cl	-33	13	2	1.9	-2	15	10	-6	11
CC(C)C[C@H](NC(=O)OC(C)(C)C)C(=O)N/N=C/C1=Cc2ccccc2OC1C (some centres undefined)	16	32	-4	-1.3	-3	17	-2	4	28
O=C(CN1CCOc2ccccc21)NCc1cccs1	-12	-20	-1	-1.1	-3	9	1	0	15
Cc1ccc(S(=O)(=O)Cc2ccc(C(=O)NC3CCCCCC3)o2)cc1	25	6	-1	2.3	-1	20	22	-10	16
Cc1cccc(C)c1OCc1cc(C(=O)N(Cc2c(C)nn(C)c2C)C2CC2)no1	12	15	-4	1.3	5	26	9	-5	22
O=C(O)C1CC=CCC1C(=O)Nc1cccc([N+](=O)[O-])c1 (centres undefined)	9	-3	0	-0.1	-3	-4	-14	-2	10
Cc1nn(C(C)(C)C)c(OC(=O)c2ccc3c(c2)OCO3)c1Sc1ccccc1	0	29	1	0.1	-11	20	16	-1	25
CSc1nnc(C)c(=O)n1COC(=O)/C=C/c1ccccc1	-21	-1	-3	-2.2	1	15	0	1	15
Cc1cccc(-n2cc(CN(C)Cc3nccn3C)c(-c3cccc(F)c3)n2)c1	4	45*	-1	2.1	-2	43*	33	0	46
O=C(CCc1nnc2n(Cc3ccccc3)c(=O)c3ccccc3n12)NCCCN1CCCCC1	5	11	-3	0.7	-7	0	5	-2	7
O=C(COC(=O)Cn1cnc2ccccc2c1=O)NCC12CC3CC(CC(C3)C1)C2	14	7	-3	0.2	-2	19	20	-1	25
CC(C)c1ccc(NC(=S)NNC(=O)c2cccnc2)cc1	32	22	1	5.9	-4	8	10	7	11
CCc1nc2ccccc2c(C(=O)OCC(=O)NCc2ccco2)c1C	-5	-2	3	-5.0	-1	0	13	-4	11
CCc1ccc2[nH]c(=O)c(CN(CCN3CCCC3)C(=O)NC3CCCCC3)cc2c1	0	5	-1	-0.7	0	19	26	-1	17
O=C(Nc1ccncc1)Nc1ccc(Cl)cc1Cl	23	-47	2	-0.9	12	0	-4	0	8
Cc1nc(NC(=O)COC(=O)CCC(=O)c2cccs2)c(Cl)cc1Cl	-14	11	-1	0.9	0	21	9	2	5
CN(C)c1ccc(/C=N/NC(=O)c2ccccc2)cc1	11	7	1	-0.3	3	-13	-75	-2	0
COC(=O)Cc1c(O)ccn(CCc2ccc(OC)c(OC)c2)c1=O	13	-16	-2	1.5	-2	-6	3	4	-1
Cc1ccc(C(=O)NCc2ccccn2)c(Cl)c1	-10	-10	0	-0.2	-4	-2	7	4	0
CC(=O)N1CCN(c2nnc(-c3ccccc3)c3ccccc23)CC1	1	-30	0	-0.8	-1	-46	18	-4	-58
The list continues.
SMILES	NLRP3 yeast inh	TIM10 inh	GRIN3A LBD mod	UPR CHOP act	APJ ag	tim10-1 inh	Mdm2-MdmX inh	XBP1 UPR activ	tim23-1 inh
CCCC(=O)c1ccc(N2CCN(S(=O)(=O)c3ccc(C)cc3)CC2)c(F)c1	18	6	0	0.8	-6	-1	14	-4	11
CCN(CC)C(=O)C1=C(C)Nc2ncnn2C1c1cccnc1 (centres undefined)	-7	15	-2	-1.5	-2	8	26	2	2
CCOc1ccc(OCC)c(NC(=O)Cn2cccc2)c1	17	-42	-1	0.3	-3	-8	-5	2	-24
CC1CCCN(C(=O)CSCC(=O)N=c2sc3ccccc3n2C)C1 (centres undefined)	6	-7	0	-3.3	-9	30	6	2	20
CSCC[C@H](N)C(=O)N1CCC(C(=O)N[C@@H](C)C(=O)NCc2ccc(F)cc2)CC1	13	0	1	2.1	-4	-8	7	-2	3
COc1ccccc1N(C(=O)c1ccco1)C(C(=O)NC1CCCC1)c1cccnc1 (centres undefined)	-6	6	-2	-0.6	-3	15	20	2	13
CC(=O)N(C1=C(O)c2ccccc2C(=O)C1=O)C1CCCCC1	21	10	0	-1.6	-6	0	-3	1	-3
Cc1c(Cl)cccc1N=c1c([N+](=O)[O-])nn(-c2ccccc2)n1O	1	8	-4	0.9	3	13	-10	-1	13
Cc1cc(OCC(=O)N2CCC(O)CC2)c2c(C)cc(=O)oc2c1	11	6	0	-0.6	-8	-6	9	-4	3
COc1ccccc1OC(=O)c1ccc(S(=O)(=O)N(C)C)cc1	31	-6	-1	-1.3	-2	20	6	1	19
COc1ccccc1NS(=O)(=O)c1ccc2oc(SC)nc2c1	14	-1	0	0.1	1	-1	2	0	17
O=C(c1ccc(F)cc1F)N1CCN(c2ccccn2)CC1	15	-3	-1	-1.3	-2	8	7	12	3
COc1ccccc1N(CC(=O)NCc1ccccc1)S(C)(=O)=O	12	-6	0	-0.7	-1	6	5	1	7
COc1ccc(NC(=O)c2cc(-c3ccc(C)o3)nc3ccccc23)cc1OC	-3	23	1	5.9	-1	32	1	2	29
COc1ccc(S(=O)(=O)/N=C2\C=C(NS(=O)(=O)c3ccccc3)C(=O)c3ccccc32)cc1	16	25	-2	3.5	-1	31	19	-1	33
CC(=O)NC(=S)Nc1ccc(S(=O)(=O)Nc2ncccn2)cc1	10	0	-1	-1.5	-2	-1	28	-1	-21
CCOC(=O)C1=C(C)C(c2ccccc2OC)NC(=S)N1 (centres undefined)	-3	-17	2	0.6	-1	27	8	0	6
COc1ccc(/C(N)=N/OC(=O)C2CCCCC2)cc1	24	34	2	3.9	7	51*	-105	-4	25

One compound at a time, as listed above. Values in the order: NLRP3 yeast inh	TIM10 inh	GRIN3A LBD mod	UPR CHOP act	APJ ag	tim10-1 inh	Mdm2-MdmX inh	XBP1 UPR activ	tim23-1 inh
`CC1=CC(=C(C#N)C#N)C=C(C)N1CCC(C)C` as listed: 9	17	-1	1.2	-4	7	14	2	12
`CCN(CC)C(=O)C1CCCN(C(=O)Nc2ccc3nsnc3c2)C1` (centres undefined) as listed: -5	-6	-1	1.0	-3	8	25	-6	-3
`COc1ccccc1N(CC(=O)NCc1ccccc1)S(C)(=O)=O` as listed: 12	-6	0	-0.7	-1	6	5	1	7
`CCOc1ccc(OCC)c(NC(=O)Cn2cccc2)c1` as listed: 17	-42	-1	0.3	-3	-8	-5	2	-24
